Screening results deposited in PubChem by several laboratories.
A340 absorber – absorbance at 340 nm | compound absorbance at 340 nm, fold over control | fold change at 10 µM | 65,000 tested, under 10 active;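 active = at 10 µM dose, initial 340 nm absorbance at least 2 fold that of control wells; inactive = change under 2 fold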;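 also: initial absorbance extrapolated from kinetic A340 decline of NADH oxidation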
ROCK2 inh – blocks human Rho kinase 2 activity. 0.35% of 60,000 active. inhibition, % at 6 µM. purified ROCK2, Kinase-Glo ATP depletion luminescence. AID 604;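 active = inhibition above the screen-wide mean inhibition plus 3 SD, cut at about 18% in these data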;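 also: plate controls were DMSO wells for no effect and Y-27632 control wells after no-enzyme background subtraction for full effect; many of its hits are not listed in these tables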
MKP-1 inh – inhibitors of human MKP-1 phosphatase | recombinant MKP-1, OMFP hydrolysis fluorescence | 0.15% of 65,000 active | AID 374 | P28562 | inhibition, %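 (compounds tested at a single concentration somewhere between 10 and 100 µM)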;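 active = inhibition above about 50%, limit read from the data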;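 also: 0% = DMSO max control wells and 100% = wells with enzyme stopped by NaOH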
Target sequence (P28562 whole entry, looked up): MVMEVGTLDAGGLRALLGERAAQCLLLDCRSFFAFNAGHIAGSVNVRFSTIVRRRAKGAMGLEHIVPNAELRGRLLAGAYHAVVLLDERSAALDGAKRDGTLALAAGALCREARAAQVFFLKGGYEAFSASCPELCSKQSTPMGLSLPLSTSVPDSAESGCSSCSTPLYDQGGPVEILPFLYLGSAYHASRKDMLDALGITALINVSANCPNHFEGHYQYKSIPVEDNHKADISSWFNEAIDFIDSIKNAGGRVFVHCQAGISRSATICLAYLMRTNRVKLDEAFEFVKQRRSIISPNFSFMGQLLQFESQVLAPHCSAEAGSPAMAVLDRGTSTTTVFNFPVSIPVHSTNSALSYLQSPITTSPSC
PKA inh – blocks human protein kinase A activity. PKA Kemptide phosphorylation, Kinase-Glo ATP luminescence. inhibition, % at 6 µM. 0.1% of 65,000 active. AID 524;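 active = inhibition above the screen-wide mean inhibition plus 3 SD, cut at about 21% in these data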; also: many of its hits are not listed in these tables
JNK3 blocker – inhibitors of human JNK3 kinase. purified JNK3 kinase activity, HTS. AID 746. 0.61% of 60,000 active. P53779. inhibition, % at 8 µM; in the data active = inhibition above about 17%;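 also: 0% = DMSO and 100% = reference inhibitor; many of its hits are not listed in these tables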
Hsp90 block – displaces geldanamycin probe from tumor Hsp90 | P07900 | NCI-N417 lysate Hsp90, Cy3B-geldanamycin FP displacement | inhibition, % at 30 µM | 0.35% of 64,000 active | AID 429;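 active = inhibition above 50%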;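 also: 0% = tracer plus lysate wells and 100% = tracer alone without lysate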
Autofluor 339 – intrinsic fluorescence of library compounds, ex339/em460 – biochemical, MLSMR library, data from DPM-DC assay, artefact control, profiling panel; compound autofluorescence, ex339/em460 nm, NADH buffer; stronger effect = higher value; 1 = no-compound wells, NADH background; fluorescence fold increase at 10 µM; 5.5% of 65,000 active; AID 709;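 active = at 10 µM, mean starting fluorescence two-fold or more over control wells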;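 also: signal is the first read of a kinetic run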
HER2 expr 66K – Her2 kinase expression inhibition; HER2 level % of control, % at 10 µM; AID 645; 0.69% of 65,000 active; SKBR-3 HER2 protein level, AlphaScreen, 18-24 h; stronger effect = lower value;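 active = HER2 level under 5% of the carrier-only control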;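 also: 100% = DMSO carrier and 0% = 500 nM PU-H71 HSP90 inhibitor; lower value means stronger loss of Her2 protein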
Cdc25B block – human M-phase inducer phosphatase 2 inhibition; 0.1% of 65,000 active; inhibition, %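 (compounds tested at 10 µM final in the well)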; AID 368; recombinant Cdc25B, OMFP fluorescence Ex485/Em525; P30305; in the data active = inhibition above about 50%
Target sequence (P30305 whole entry, looked up): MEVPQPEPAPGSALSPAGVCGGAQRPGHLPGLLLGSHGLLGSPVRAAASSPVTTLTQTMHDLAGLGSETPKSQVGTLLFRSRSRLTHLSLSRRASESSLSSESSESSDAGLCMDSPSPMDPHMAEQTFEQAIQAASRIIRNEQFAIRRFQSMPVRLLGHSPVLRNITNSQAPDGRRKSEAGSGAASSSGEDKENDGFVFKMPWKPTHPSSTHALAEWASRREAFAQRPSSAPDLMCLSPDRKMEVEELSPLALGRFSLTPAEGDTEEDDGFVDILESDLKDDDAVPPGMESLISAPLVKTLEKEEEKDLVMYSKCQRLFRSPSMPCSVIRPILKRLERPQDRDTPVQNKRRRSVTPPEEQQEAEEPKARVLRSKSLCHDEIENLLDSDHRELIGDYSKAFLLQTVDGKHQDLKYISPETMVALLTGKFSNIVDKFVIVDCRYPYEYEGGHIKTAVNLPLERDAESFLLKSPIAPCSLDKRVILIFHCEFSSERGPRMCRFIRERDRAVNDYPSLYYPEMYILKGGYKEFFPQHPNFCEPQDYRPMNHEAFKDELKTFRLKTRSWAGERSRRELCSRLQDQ
An asterisk follows results filed as active; . = not tested or not shown; & = joins results of further samples.

SMILES	A340 absorber	ROCK2 inh	MKP-1 inh	PKA inh	JNK3 blocker	Hsp90 block	Autofluor 339	HER2 expr 66K	Cdc25B block
CCCCOC(=O)CSc1nnc(-c2ccc(Cl)cc2Cl)o1	1	10	-5	0	2	-2	1.1	86	-3
O=C(NCc1ccc(F)cc1)C1CC(=O)N(CCc2ccccc2)C1 (stereo not drawn)	1	3	5	5	-2	1	1.1	101	5
CCc1sc(C(=O)NCc2cc(C)n(C)n2)cc1Br	1	-5	7	-4	-11	.	1	93	10
CSc1nsc(SC)c1C(=O)NCCNS(=O)(=O)c1ccc(C)cc1	1	4	-11	8	3	-3	1.1	107	0
COCCCn1c(SCC(=O)Nc2cccc(C)n2)nnc1-c1ccco1	0.97	0	-17	-7	5	-1	1.1	127	-12
Cn1c2c(c(=O)n(C)c1=O)CN(Cc1ccc3c(c1)OCO3)CN2	1.1	-3	21	-2	-2	-5	1.1	104	-7
CCN(CC)S(=O)(=O)c1ccc2[nH]cc(C(=O)NCCc3ccccc3)c(=O)c2c1	1.1	.	16	6	.	-2	1.6	77	1
CCN(CC)C(=O)N1CCC(NC(=O)c2ccc(C(C)(C)C)cc2)CC1	0.96	2	6	0	4	0	1.1	89	-14
CC(NC(=O)c1ccc(Cl)cc1)C(=O)NC1=NCCS1 (stereo not drawn)	0.97	8	6	10	-1	-2	1.1	104	-13
CCn1c(SCC(=O)Nc2cc(C)on2)nc2sc3c(c2c1=O)CCCC3	1	-13	15	9	-4	-12	1.1	72	-5
CCOC(=O)c1c(C)oc2c1c(C(c1ccncc1)N1CCOCC1)c(O)c1ccccc12 (stereo not drawn)	0.98	4	29	5	0	7	0.98	-12*	-12
Cn1cc(Br)c(C(=O)NC2CCCCC2)n1	0.99	6	-13	-1	1	0	0.96	113	-8
CCOC(=O)c1cnn2c(C(F)F)cc(C3CC3)nc12	1.1	8	3	5	-1	-4	1.8	58	-7
CCOc1ccccc1OCC(=O)O	1	7	0	5	-1	0	1	117	-15
O=c1[nH]c(SCc2cc(=O)n3ccccc3n2)nc2c1CCC2	0.99	2	0	6	-1	-2	1.1	96	-5
COc1cc(C(=O)OCC(=O)c2c[nH]c3ccccc23)ccc1OCC(=O)N1CCOCC1	1	7	43	6	1	-4	0.99	91	2
O=C(CSc1nnc(Cc2cc(=O)[nH]c(=O)[nH]2)n1-c1ccccc1)N1CCCC1	0.99	-2	15	-4	1	-3	1.1	87	23
O=C(c1ccco1)N1CCN(S(=O)(=O)c2ccc3c(c2)CCN3C(=O)C2CC2)CC1	1	2	3	4	-4	-6	1.1	125	18
O=C(NCC(c1cccnc1)N1CCN(c2ccccc2F)CC1)OCc1ccccc1 (stereo not drawn)	1	.	11	6	.	-4	1	89	-7
Cc1ccc(-n2[nH]c(C)c(/C=N/c3ccccn3)c2=O)cc1	1.2	-63	-22	-21	3	3	0.95	81	-14
CN(C)c1ccc(NC(=O)CN2CCC(C(=O)c3ccc(F)cc3)CC2)cc1	1	3	13	6	-4	-4	1	93	-4
Cc1ccc(S(=O)(=O)N2CCN(C(=O)CN3CCc4ccccc4C3)CC2)cc1	1.1	2	3	8	-5	-3	1.1	51	8
CCOc1ccc(NC(=O)Cn2nnc(-c3ccccc3NC(=O)C3CC3)n2)cc1	0.98	1	-17	-2	-8	-2	1.1	60	8
CCCOc1ccccc1C1NC(=O)NC(C)=C1C(=O)OCCOC(C)C (stereo not drawn)	1	4	4	8	2	-4	1	107	-20
COc1ccc(C2CC(c3ccc(OC)cc3)n3nc(NC(=O)c4ccco4)nc3N2)cc1 (stereo not drawn)	1	5	28	12	3	-2	1.4	60	4

(listing goes on)
SMILES	A340 absorber	ROCK2 inh	MKP-1 inh	PKA inh	JNK3 blocker	Hsp90 block	Autofluor 339	HER2 expr 66K	Cdc25B block
O=C(Nc1ccccc1C(=O)OC1CCOC1=O)c1ccco1 (stereo not drawn)	0.99	6	17	6	16	0	1.1	97	6
C=COCCNC(=O)Nc1ccc(Cl)cc1Cl	1	-1	-9	-1	-11	-1	1.1	108	-7
CC1CCCCN1CC(=O)NCc1ccc2c(c1)OCO2 (stereo not drawn)	1	-2	12	0	-8	-4	1.1	108	-10
O=C(NCCN1CCOCC1)Nc1ccc(Cl)cc1Cl	1	2	-12	-4	5	-2	1.1	104	-8
Cc1csc(NC(=O)c2ccccc2O)n1	1	4	10	8	6	-4	3.9*	77	-6
CSc1nsc(SCC(=O)N2CCN(c3ccccc3)CC2)n1	1	3	24	9	7	-3	1.1	96	-10
Cc1ccc(S(=O)(=O)N2CCOCC2)cc1C(=O)O	1.1	-2	-9	2	10	-8	1.1	101	-4
COc1cccc(C2C(C(=O)OCc3ccccc3)=C(C)Nc3ncnn32)c1OC (stereo not drawn)	1	1	-2	9	4	-2	1.1	74	-7
Cc1cccc(OCc2nnc(SCC(=O)Nc3cc(C)on3)n2C)c1	1	6	-13	10	-6	2	1.1	94	-14
O=C(CN1CCCN(Cc2ccc(F)cc2Cl)C1=O)NCc1ccccc1	0.99	2	-1	2	2	0	1.1	102	10
CCOC(=O)c1ccc(NC(=O)CCC(=O)OC)cc1	1	6	4	10	5	1	1.1	100	-1
CC(C)Oc1ccccc1C1CC(=O)Nc2cc3c(cc21)OCO3 (stereo not drawn)	0.98	4	3	4	0	-4	1.1	64	1
CC12C(=O)N(c3nccs3)C(=O)C1C1C=CC2C1 (stereo not drawn)	1	4	5	7	4	0	1.1	91	-7
CC(C)(C)n1ncc2c(=O)n(CC(=O)NCc3ccc(F)cc3)cnc21	0.99	2	11	-6	-4	-1	1.1	86	-23
Cc1ccc2cc(CN(C(=O)c3cccnc3)C(C)C)c(=O)[nH]c2c1	1.1	-1	-4	3	-5	-7	1.5	79	9
O=C(COC(=O)c1ccc(Br)o1)Nc1nc2ccccc2s1	1	1	20	-6	-6	-4	1.1	65	-4
COc1ccc(C(C)=O)cc1COC(=O)c1ccc2c(c1)OCO2	0.97	7	28	7	15	-2	1	66	-8
O=C(NC1CC2CCCC(C1)N2CC(=O)N1CCCc2ccccc21)C1CCCCC1 (stereo not drawn)	0.99	-2	4	-2	-7	2	1	96	-5
CCCc1cc(-n2ccnc2C)n2c(nc3ccccc32)c1C#N	1.1	3	-18	6	-4	-12	1.5	102	23
S=c1[nH]nc(C2COc3ccccc3O2)o1 (stereo not drawn)	1	2	-4	-2	0	0	0.98	122	-5
O=S(=O)(c1ccc2c(c1)OCCO2)N1CCC(c2nc3ccc(Cl)cc3[nH]2)CC1	0.99	0	-22	4	1	-2	1	85	-5
Cc1cc(C)c(C)c(S(=O)(=O)NCc2cccnc2)c1C	1	2	-4	6	8	-3	1.1	166	0
Cc1cc2oc(=O)cc(Cn3ccnc3)c2cc1C	1	-3	7	1	2	1	1.6	95	-4
COc1ccc(CC(=O)NC(C)c2nnc(SCc3nc4ccccc4c(=O)[nH]3)n2C)cc1 (stereo not drawn)	1.1	1	22	-1	0	0	1.1	87	4
O=C(NC1CCCC1)C(c1ccccc1F)N(C(=O)c1ccco1)C1CCCC1 (stereo not drawn)	1	1	4	6	-4	0	1.1	88	14

Three entries from above, reformatted:
Values run as follows: A340 absorber | ROCK2 inh | MKP-1 inh | PKA inh | JNK3 blocker | Hsp90 block | Autofluor 339 | HER2 expr 66K | Cdc25B block
Cc1csc(NC(=O)c2ccccc2O)n1
→ 1 | 4 | 10 | 8 | 6 | -4 | 3.9* | 77 | -6
Cc1ccc(S(=O)(=O)N2CCOCC2)cc1C(=O)O
→ 1.1 | -2 | -9 | 2 | 10 | -8 | 1.1 | 101 | -4
CC12C(=O)N(c3nccs3)C(=O)C1C1C=CC2C1 (stereo not drawn)
→ 1 | 4 | 5 | 7 | 4 | 0 | 1.1 | 91 | -7

Next section:
SMILES	A340 absorber	ROCK2 inh	MKP-1 inh	PKA inh	JNK3 blocker	Hsp90 block	Autofluor 339	HER2 expr 66K	Cdc25B block
C=CCn1c(NC)cc(=O)n(C)c1=O	0.96	7	0	11	-1	-5	1.1	95	-8
COc1nc(-c2ccc(C)cc2)ccc1-c1noc(-c2cccnc2)n1	1	5	30	14	7	-7	3.5*	87	-4
Cn1nc(C(=O)NCc2cccnc2)c2ccccc2c1=O	0.99	2	-4	-6	2	-13	1.1	116	-12
CCOc1ccc2[nH]c(=O)c(C(c3nnnn3Cc3ccco3)N3CCCC(C)C3)cc2c1 (stereo not drawn)	1.1	1	36	9	10	-10	2.2*	62	-2
C=CCNC(=O)NC(=O)COC(=O)CCCSc1nc2ccccc2[nH]1	0.99	0	4	3	-2	-2	1.1	111	-3
Cc1ccccc1C(=O)N1CCN(c2ccc(NC(=O)c3ccco3)cc2Cl)CC1	1	5	12	1	-1	-5	1.1	96	-8
O=C(O)CCC(=O)Nc1ccccc1N1CCOCC1	1	11	22	3	0	-2	1	90	1
CCN(CC)S(=O)(=O)c1cccc(-c2nnc(SCCOc3ccc(Cl)cc3)o2)c1	1	6	-7	11	2	-3	1.1	88	0
COC(=O)Nc1cc(C(F)(F)F)ccc1N1CCN(c2ccccc2)CC1	1.1	6	9	1	4	-1	1.1	94	-15
CCN1CCc2c(sc(NC(=O)c3ccc(S(=O)(=O)N4CCOCC4)cc3)c2C(N)=O)C1	1.1	1	9	3	5	-9	1.1	100	-1
O=C(COC(=O)c1ccc(Br)o1)Nc1ccc(S(=O)(=O)N2CCCC2)cc1	0.98	-2	-8	2	2	-1	1	89	3
CCNc1nc(Oc2ccccc2)nc(OC(C)C(=O)OCC)n1 (stereo not drawn)	1	6	-4	2	1	-5	1.1	95	-3
C=CCN1C(=O)C(CC(=O)NCC)SC1=Nc1ccc(S(N)(=O)=O)cc1 (stereo not drawn)	1	3	9	6	-4	-9	1.1	95	-4
Cn1cnc(S(=O)(=O)Nc2ccc(C(F)(F)F)cc2)c1	1.1	3	-4	13	3	0	1	92	-3
COc1cccc2c(=O)n(CC(=O)N3CCN(c4ccccc4)CC3)ccc12	1.1	0	1	-2	-1	1	1.2	71	3
COc1ccc(C2c3c(oc4ccccc4c3=O)C(=O)N2Cc2ccncc2)cc1OC (stereo not drawn)	1	2	-4	2	-1	7	1	133	-4
Cc1ccc(CN2C(=O)CCC2C(=O)NCc2ccc3c(c2)OCO3)cc1 (stereo not drawn)	0.98	4	0	3	4	-1	1.1	78	22
C/C=C/Cn1c(Br)nc2c1c(=O)[nH]c(=O)n2C	0.97	5	13	4	4	-5	1.1	119	3
Cc1cc(C)nc(N2CCCC(C(=O)Nc3ccc4c(c3)OCCO4)C2)n1 (stereo not drawn)	0.99	2	-21	5	1	0	1	113	-11
COc1ccc(C)cc1-n1nnnc1SCC(=O)c1ccc2c(c1)OCCO2	1	3	16	5	7	-2	1.1	71	4
O=C(NCc1cccnc1)NC1CCCN1S(=O)(=O)c1ccc(Cl)cc1 (stereo not drawn)	1	2	0	5	-1	-4	1.1	110	-8
CC(=O)OCC(=O)[C@@]1(O)CC[C@H]2[C@@H]3CCC4=CC(=O)CC[C@]4(C)[C@H]3C(=O)C[C@@]21C	0.97	-14	-1	-10	-2	-3&0	1	101	-1
COCCSc1ccccc1C(=O)NCCCn1ccnc1	1.1	-1	25	-4	-5	-1	1.1	98	4
Cc1ccc(Nc2nc(C(=O)N3CCC(C(=O)N4CCN(C)CC4)CC3)cs2)cc1	0.99	-2	4	-4	-2	1	1.1	72	-1
CC(C)OCCCNc1ncnc2c1cnn2-c1ccccc1	1	-11	-19	1	1	1	1.1	119	-1
O=C1c2oc3ccc(Cl)cc3c(=O)c2C(c2cccnc2)N1Cc1ccco1 (stereo not drawn)	1	4	21	10	-6	3	1.1	98	1

Limited to MKP-1 inh and Autofluor 339 (6 entries from above):
smiles	MKP-1 inh	Autofluor 339
COc1cccc2c(=O)n(CC(=O)N3CCN(c4ccccc4)CC3)ccc12	1	1.2
C/C=C/Cn1c(Br)nc2c1c(=O)[nH]c(=O)n2C	13	1.1
O=C(O)CCC(=O)Nc1ccccc1N1CCOCC1	22	1
O=C(COC(=O)c1ccc(Br)o1)Nc1ccc(S(=O)(=O)N2CCCC2)cc1	-8	1
CC(C)OCCCNc1ncnc2c1cnn2-c1ccccc1	-19	1.1
COc1nc(-c2ccc(C)cc2)ccc1-c1noc(-c2cccnc2)n1	30	3.5*

A portion of the library; count on the stated rates, not on these rows.
